Source: PubChem BioAssay
HT1080-NT tox – kills 2HG-producing HT-1080-NT fibrosarcoma cells; actives 1.6% (n = 360,000); AID 686970; HT-1080-NT fibrosarcoma viability, CellTiter-Glo ATP luminescence, 48 h; Potency, µM (highest dose often 46.1 µM), for inactives: at the highest dose activity, negative = less viability, hits mostly cytotoxic;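 also: NT is the 2HG producing partner of a matched IDH1 knockdown line; 0% = DMSO-treated cells and -100% = media-only wells without cells; nearly all actives have a fitted effect of over 55% in size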
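Toxicity toward the 2HG-producing NT line was scored as %Activity, normalised to DMSO and no-cell wells, from CellTiter-Glo luminescence after 48 hours' treatment.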
HT1080 IDH1KD tx – HT-1080 IDH1 knockdown cell toxicity (counter line); HT-1080 IDH1 knockdown viability, ATP luminescence, 48 h; actives 2% (n = 360,000); Potency, µM (series often up to 46.1 µM), without a hit: at the highest dose activity, negative = toxicity, usual class: cytotoxic;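 also: 0% = DMSO wells and -100% = cell-free medium wells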
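Assay cells: HT-1080 with IDH1 knockdown, 750 per well, RPMI/5% FBS. Exposure: 48 h at 37 °C following 2 h pre-incubation. Read: CellTiter-Glo luminescence; fitted concentration-response, curve class assigned.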
GLP1R inv ag – GLP-1 receptor (human) inverse agonism. actives 1.6% (n = 410,000). AID 624417. Potency, µM (doses to about 38.3 µM), without a hit: at the top dose activity change, negative = inhibition, most hits filed as inhibitors. P43220. HEK293 GLP-1R CRE-luciferase, luminescence, 24 h; GLP-1R form is constitutively active; also: % is scaled to controls: 0 for no effect and ±100 for the full control effect; nearly all actives have a fitted effect of over 55% in size
Target sequence (P43220 whole entry, looked up): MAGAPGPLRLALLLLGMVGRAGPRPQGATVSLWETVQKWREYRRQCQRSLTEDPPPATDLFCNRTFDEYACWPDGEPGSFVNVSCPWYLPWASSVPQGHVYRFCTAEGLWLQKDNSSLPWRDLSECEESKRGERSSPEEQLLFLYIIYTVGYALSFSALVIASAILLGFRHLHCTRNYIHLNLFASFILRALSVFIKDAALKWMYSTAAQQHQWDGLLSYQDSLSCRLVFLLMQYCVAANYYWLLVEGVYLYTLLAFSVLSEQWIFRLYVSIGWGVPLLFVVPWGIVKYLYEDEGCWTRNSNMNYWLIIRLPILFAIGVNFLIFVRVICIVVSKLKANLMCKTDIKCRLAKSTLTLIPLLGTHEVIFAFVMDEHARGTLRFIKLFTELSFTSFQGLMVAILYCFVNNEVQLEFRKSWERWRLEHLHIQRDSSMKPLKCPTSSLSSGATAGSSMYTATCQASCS
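Inverse agonism was detected as reduced cAMP-driven luciferase luminescence after 24 h compound treatment. The cells were HEK293 clones expressing constitutively active human GLP-1R with the reporter. Reporter-only and GPR119 cell lines served as counterscreen controls.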
GLP1R ag – agonists of human GLP-1 receptor; actives 0.007% (n = 380,000); Potency, µM (top dose mostly 45.6 µM), for inactives: at the top dose activation, usual class: activators; AID 624172; HEK293 GLP-1R CRE-luciferase, luminescence, 4-6 h; cells express a hypersensitive GLP-1R form; also: % of control where 0% means no effect
TDP-43 yeast inh – inhibitors of TDP-43 toxicity in yeast. TDP-43 expressing yeast growth rescue, BacTiter-Glo, 24 h. Potency, µM (titrated, usually from 46.1 µM), for the others: at the top dose growth rescue (activation), actives largely listed as activators. actives 1.8% (n = 410,000); also: % of control where 0% means no effect; nearly all actives have a fitted effect of over 50% in size
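Galactose-induced TDP-43 yeast, OD600=0.02, compound pinned; 24 hr, 30 deg C; BacTiter-Glo luminescence for growth. Inhibitors of TDP-43 toxicity read as activators.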
GLP1R cytotox – cytotoxicity in counter-screen for GLP-1R inverse agonists; HEK293 cAMP-luciferase reporter cells, luminescence, 24 h; Potency, µM (titrated, usually from 38.3 µM), inactives show at the highest dose activity change, negative = inhibition, hits mostly inhibitors; actives 0.13% (n = 410,000);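 also: loss of luciferase light is scored as toxicity; % is scaled to controls: 0 for no effect and ±100 for the full control effect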
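To flag toxic compounds, the library was rerun on cells for 24 hr at 37 deg C and 5% CO2. Viability-linked luminescence was captured 12 min after adding luciferase detection reagent.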
SW480 rereplic – inducers of DNA re-replication in SW480 colon cancer cells; SW480 DNA re-replication, Hoechst DNA content imaging, 48 h; Potency, µM (highest dose often 46.1 µM), inactives show at the highest dose re-replication activation, actives largely listed as activators; actives 1.8% (n = 340,000); also: % of control where 0% means no effect; nearly all actives have a fitted effect of over 55% in size
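Treated cells incubate 48 hr (37 C, 5% CO2), are stained 40 min with Hoechst, and nuclear fluorescence is enumerated; a rise in nuclei with high DNA signal marks re-replication.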
KB-V1 MDR tox – kills drug-selected multidrug resistant KB-V1 cells; KB-V1 MDR cells viability, CellTiter-Glo, 72 h; AID 1347076; actives 3.4% (n = 400,000); Potency, µM (series often up to 46.1 µM), for the others: at the highest dose activity change, negative = cytotoxicity, most hits filed as cytotoxic; also: % is scaled to controls: 0 for no effect and ±100 for the full control effect; nearly all actives have a fitted effect of over 60% in size
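qHTS viability screen in drug-selected KB-V1 MDR cells: 72 h compound treatment at 37 degrees C, ATP luminescence end point.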
KB-3-1 cytotox – kills parental KB-3-1 adenocarcinoma cells; KB-3-1 viability, CellTiter-Glo ATP luminescence, 72 h; Potency, µM (doses to about 46.1 µM), inactives show top-dose activity change, negative = cytotoxic, usual class: cytotoxic; actives 1.4% (n = 400,000); also: % is scaled to controls: 0 for no effect and ±100 for the full control effect; nearly all actives have a fitted effect of over 60% in size
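Parental KB-3-1 viability, qHTS format: 72 h compound exposure, 37 °C; CellTiter-Glo; media-only wells and DMSO plates as controls; concentration-effect fits on corrected data.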
* marks the source's active call; other numbers are inactive results; ? = inconclusive; nt = no result given; & = joins results of further samples; [ ] = another dose, or the depositor's remark. Calls follow the shape of the dose curve; as a rule, active = well fitted curve in the direction sought with a large enough effect; inconclusive = small, poorly fitted or top-dose-only effect, or another doubt; inactive = no such curve, though single readings can be large; an effect the other way counts as inactive or inconclusive. Potency is read from the fitted curve at half-maximal effect. Random draw from the library, and some 9.4% of all compounds hit somewhere here.

SMILES	HT1080-NT tox	HT1080 IDH1KD tx	GLP1R inv ag	GLP1R ag	TDP-43 yeast inh	GLP1R cytotox	SW480 rereplic	KB-V1 MDR tox	KB-3-1 cytotox
CC(=O)N1CCN(c2nc(C)nc3sc4c(c23)CCC(C)C4)CC1 (configuration not stated)	-11%	-7%	1%	10%	?	7%	0%	-14%	4%
COc1cc(NC(=O)CN2C(=O)C(=O)N(CC(C)C)C2=O)cc(OC)c1	5%	-4%	8%	-8%	2%	8%	-5%	5%	-1%
Cc1cc(S(=O)(=O)N2CCOCC2)ccc1OCC(=O)NCCN1CCOCC1	17%	15%	12%	-1%	0%	12%	-6%	2%	12%
CCc1ccc(CNC(=O)c2sc3ncccc3c2-n2c(C)ccc2C)cc1	nt	nt	?	nt	-72%[inhibitor]	7%	nt	1%	?
COc1ccc(NC(=O)C/C(C)=N/NC(=O)c2ccncc2)c([N+](=O)[O-])c1	1%	-3%	-14%	7%	0%	-14%	5%	-10%	2%
C/C(=N\N=C1\NC(=O)C(CC(=O)NCc2ccccc2)S1)C(C)C (configuration not stated)	10%	7%	2%	6%	20%	0%	-16%	1%	1%
Cc1cccc(NC(=O)Nc2nnc(-c3ccccc3)o2)c1	15%	23%	19%	12%	1%[0.397 µM]	0%	1%	4%	12%
O=C(c1ccc(S(=O)(=O)N2CCCC2)cc1)N1CCCC(C(F)(F)F)C1 (configuration not stated)	2%	5%	6%	2%	12%	10%	-2%	?	0%
CC(=O)Oc1ccc(/C(C)=N\N2CCN(Cc3ccc(Cl)cc3)CC2)cc1	0%	3%	?	4%	2%	-7%	?	6%	5%
Cc1cc(/C=C(\C#N)C(=O)NCc2cccs2)c(C)[nH]1	-16%	?	-20%	12%	-10%	17%	-60%[inhibitor]	?	6%
COc1cc(NC(=O)CN2c3ccccc3CC2C)cc(OC)c1OC (configuration not stated)	-5%	-14%	1%	0%	11%	-19%	1%	0%	10%
C[C@@H]1CN([C@H](C)CO)C(=O)CCCn2cc(nn2)CO[C@H]1CN(C)C(=O)Nc1ccc(C(F)(F)F)cc1	0%	-3%	6%	6%	15%	7%	nt	?	3%
CC(C)(C)NC(=O)C(c1ccc(Cl)cc1)N(Cc1ccco1)C(=O)CCl (configuration not stated)	0%	2%	-23%	0%	0%	-2%	-3%	3%	9%
Cc1cc(S(=O)(=O)NCc2ccncc2)c(C)cc1Br	-27%	-19%	0%	3%	15%	0%	-1%	?	-17%
CC1CCCCN1Cc1c(O)ccc2c(=O)c(-c3cccc(Cl)c3)c(C(F)(F)F)oc12 (configuration not stated)	nt	nt	2%	nt	-6%	1%	nt	10%	12%
Cc1cc(C)cc(NC(=O)CN2CCN(c3ccccn3)CC2)c1	0%	12%	?	-8%	12%	4%	-8%[9.22 µM]	5%	-3%
COCCSc1nnc(NC(=O)CSCc2ccccc2)s1	?	?	7%	-1%	1%	-10%	0%	?	9%
COc1cccc2cc(C(=O)NC3CC4CCC3C4)oc12 (configuration not stated)	-1%	-1%	10µM*	3%	?	-8%	1%	?	?
Cc1nnsc1NC(=O)OCc1ccc(C(C)(C)C)cc1	-23%	-29%	?	-19%	0%	-3%	-3%[9.22 µM]	0%	0%
Cc1cccc(N2CCN(S(=O)(=O)c3ccc4c(c3)C(C)(C)C(=O)N4C)CC2)c1C	-6%	-4%	?	0%	27%	3%	?	-33%	?
O=C(Nc1ccc(NC(=O)c2sc3ccccc3c2Cl)cc1)c1ccco1	-1%	10%	24%	-8%	0%	2%	?	10%	-22%
CCc1ccccc1NC1=NCC(=O)N1C1CCCC1	1%	6%	15%	-2%	20%	19%	0%	-13%	8%
Cc1cn2c(=O)cc(COc3cccc(NC(=O)c4cccc(F)c4)c3)nc2s1	nt	nt	-2%	-4%	8%	-9%	nt	4%	1%
O=C(Cn1cc2c(n1)CCCCC2)NCc1ccccn1	1%	7%	11%	10%	2%	-2%	-3%	?	12%
Cc1[nH]nc2c1C(CCc1ccccc1)C(C#N)=C(N)O2 (configuration not stated)	19%	12%	16%	2%	-18%	11%	-1%	-6%	4%

(further entries)
SMILES	HT1080-NT tox	HT1080 IDH1KD tx	GLP1R inv ag	GLP1R ag	TDP-43 yeast inh	GLP1R cytotox	SW480 rereplic	KB-V1 MDR tox	KB-3-1 cytotox
CCC1(CC)Cc2ccccc2-c2nc(CN(C)C)[nH]c(=O)c21	?	-15%	?	?	-17%	?	18%	-18%	9%
Cc1ccc(-c2nc3c(c(SCC(=O)N4CCCCC4)n2)Cc2cc(C)ccc2O3)cc1	nt	nt	3%	nt	18%	0%	nt	13%	7%
CCn1c(=N)n(CC(=O)c2ccc(Cl)c(Cl)c2)c2ccccc21	?	23µM*	?	15%	8%	-26%	?	16µM*	?
O=C(Nc1nc(-c2ccc(F)c(F)c2)cs1)c1cnccn1	2%	13%	-13%	-2%	-3%	9%	1%	20%	1%
COc1ccc(N(C(=O)c2ccco2)S(=O)(=O)c2cc(OC)ccc2OC)cc1	1%	5%	-28%	1%	-1%	4%	-3%	-1%	-2%
Cc1cc(C)n(-c2nc(SCC(=O)O)c3c4c(sc3n2)COC(C)(C)C4)n1	-2%	-19%	?	6%	-11%	?	10%	?	-13%
Cc1ccc(CN(C)C(=O)CN2C(=O)NC3(CCCc4ccccc43)C2=O)c(C)c1 (configuration not stated)	-6%	-24%	3.2µM*	3%	17%	1%	23%	-12%	-5%
O=[N+]([O-])c1cc(Cl)ccc1Nc1ccccc1	0%	6%	14%	18%	?	1%	-5%	-1%	2%
COc1ccc(NS(=O)(=O)c2cc(NC(=O)CCNC(C)=O)ccc2N2CCCCC2)cc1	-3%	1%	-15%	11%	1%	-11%	64%	2%	-17%
OC(c1ccc(Cl)c(F)c1)c1ncc(-c2cccc3ccccc23)[nH]1 (configuration not stated)	?	?	?	-1%	2%	-16%	nt	?	?
O=C(c1ccccc1)N1CCN(CC#Cc2ccccc2)CC1	-8%	-5%	-13%	1%	-6%	-10%	-1%	0%	-2%
Cn1c(=O)c2c(nc(SCC(=O)NCC3CCCO3)n2C)n(C)c1=O (configuration not stated)	11%	-1%	6%	14%	-12%	-24%	-12%	-1%	3%
COc1ccc(NC(=O)C2Cc3ccccc3O/C2=N\O)cc1 (configuration not stated)	5%	4%	32%[activator]	19%	-2%	2%	-15%	0%	1%
COc1cccc(C(=O)Nc2cccnc2)c1OC	14%	19%	2%	0%	nt	-1%	4%[1.84 µM]	8%	4%
C=CC[C@@H](CC(=O)OC(C)(C)C)C(=O)OC[C@@H]1CCCN1C(=O)[C@@H](CC=C)CC(=O)N[C@H](CO)Cc1ccccc1	-1%	-2%	-5%	-2%	-13%	0%	2%	-3%	0%
Nc1nnc(Cc2ccc(Cl)c(Cl)c2)s1	-1%	-3%	13%	3%	?	9%	1%	30%	7%
CC(=O)Nc1ccc(S(=O)(=O)Nc2ccccc2N2CCOCC2)cc1Cl	-2%	-7%	1%	-1%	15%	14%	-9%	-3%	-12%
CCOc1ccc(C(=O)NCc2ccncc2)cc1	-3%	-1%	7%	-9%	0%	70%[activator]	-3%	0%	-3%
CN(C(=O)c1ccccc1-c1ccccc1C(=O)O)c1ccccc1	-1%	1%	15%	-3%	-28%	-6%	3%	-10%	0%
O=C(CSc1ncnc2c1oc1ccccc12)NC1CCCCC1	-3%	-1%	6%	0%	16%	3%	-4%	-20%	-8%
O=C(Cc1cccs1)N/N=C/C=C\c1ccco1	3%	0%	41%[activator]	7%	20%	4%	-5%	-1%	-8%
COc1ccc(S(=O)(=O)NCc2ccco2)cc1C(=O)N1CCCCC1	2%	8%	5%	0%	-1%	-5%	-3%	-2%	-3%
CC(C)(C)c1ccc(C(=O)NCCc2ccccc2)cc1	-2%	-1%	?	-4%	6%	1%	-26%	-7%	-11%
COc1ccc(-n2c(C)nc3c(cnn3-c3ccc(C)cc3)c2=O)cc1	-6%	0%	?	7%	21%	14%	-15%	-3%	0%
CN(C)C(=O)c1ccc(NS(=O)(=O)c2ccc3c(c2)OCCO3)cc1	-1%	2%	2%	1%	25%	0%	1%	0%	9%

The final 2 compounds of the part above open the next one:
SMILES	HT1080-NT tox	HT1080 IDH1KD tx	GLP1R inv ag	GLP1R ag	TDP-43 yeast inh	GLP1R cytotox	SW480 rereplic	KB-V1 MDR tox	KB-3-1 cytotox
COc1ccc(-n2c(C)nc3c(cnn3-c3ccc(C)cc3)c2=O)cc1	-6%	0%	?	7%	21%	14%	-15%	-3%	0%
CN(C)C(=O)c1ccc(NS(=O)(=O)c2ccc3c(c2)OCCO3)cc1	-1%	2%	2%	1%	25%	0%	1%	0%	9%
COc1cccc(-c2cnc3c(NC(C)=O)cc(-c4cc(OC)c(OC)c(OC)c4)cn23)c1	?	?	-16%	1%	33%	-26%	nt	?	0%
C=CCOC(=O)C1=C(C)NC(SCC(=O)NC(=O)OCC)=C(C#N)C1c1cccnc1 (configuration not stated)	-1%&9%	9%&1%	1%&2%	3%&3%	20%&-10%	60%&68%[activator]	12%&-1%	26%&11%	13%&7%
COc1cc(NC(=O)C2CCC(=O)N2S(=O)(=O)c2ccc(C)cc2)cc(OC)c1 (configuration not stated)	21%	14%	27%	12%	-7%	-4%	4%	-12%	12%
COc1ccc(NC(=S)NC(NC(=O)/C=C/c2ccccc2)C(Cl)(Cl)Cl)cc1 (configuration not stated)	?	?	?	-49%[inhibitor]	6%	-23%	25%	-32%	?
O=C1CC(c2cc(F)ccc2F)c2cc3c(cc2N1)CCC3 (configuration not stated)	2.6µM*	2.6µM*	-21%	26%	-23%	0%	?	0%	4.6µM*
O=CNC1(c2ccccc2)CCCCC1	-6%	-3%	13%	2%	-18%	10%	-3%	0%	15%

Laid out differently: results already given
compound,HT1080-NT tox,HT1080 IDH1KD tx,GLP1R inv ag,GLP1R ag,TDP-43 yeast inh,GLP1R cytotox,SW480 rereplic,KB-V1 MDR tox,KB-3-1 cytotox
C=CCOC(=O)C1=C(C)NC(SCC(=O)NC(=O)OCC)=C(C#N)C1c1cccnc1 (configuration not stated),-1%&9%,9%&1%,1%&2%,3%&3%,20%&-10%,60%&68%[activator],12%&-1%,26%&11%,13%&7%
COc1cc(NC(=O)C2CCC(=O)N2S(=O)(=O)c2ccc(C)cc2)cc(OC)c1 (configuration not stated),21%,14%,27%,12%,-7%,-4%,4%,-12%,12%
